SSB-PriA inh = inhibitors of Klebsiella pneumoniae PriA binding to SSB C-terminal tail. AID 1272365. 430,000 tested, 0.6% active. inhibition, % at 33 µM. AlphaScreen SSBct-PriA binding, biotinylated peptide; in the data active means inhibition mostly above about 37%, no sharp cut-off; inactive means mostly below about 20%;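 further: plate controls were negative control peptide for no effect and reference peptide for full effect; strong numbers were not always called active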
An asterisk follows results filed as active; & = joins results of further samples. Only part of the results is shown; the hit share may differ from the screen's.

SMILES	SSB-PriA inh
COc1cc2ccccc2cc1C(=O)Nc1ccc(S(=O)(=O)Nc2nccc(C)n2)cc1	13
COc1ccc(N2CCN(CCNC(=O)c3cccs3)CC2)cc1	1
O=C(Nc1cnc(N2CCOCC2)nc1)c1ccc(Br)o1	5
CCOc1ccc(-n2nnc3c(=O)n(Cc4nc(-c5cccc(C(F)(F)F)c5)no4)cnc32)cc1	-3
COc1ccc(NC(=O)Cn2ccnc2-c2ccnc(N3CCSCC3)c2)cc1OC	-8
O=C(O)c1ccc(-c2ccc(F)cc2)cc1	-11
CCOC(=O)c1c(S(=O)(=O)NCc2cccc(Cl)c2)n[nH]c1C	4
CC12CCC(C(=O)N(CCC(=O)N=Nc3c(O)[nH]c4ccccc34)C1=O)C2(C)C (stereo not drawn)	16
COc1ccc(C)cc1NC(=O)C12CCC(C)(C(=O)C1=O)C2(C)C (stereo not drawn)	3
O=C(NCC(c1cccnc1)N1CCc2ccccc2C1)C(=O)Nc1ccc(F)c(Cl)c1 (stereo not drawn)	-11
CS(=O)(=O)N1CCCc2ccc(NC(=O)COc3ccccc3F)cc21	5
OCC1Cc2ccccc2CN1 (stereo not drawn)	-10
CSc1cccc(NC(=O)C(=O)NCC(c2ccc3c(c2)CCN3C)N(C)C)c1 (stereo not drawn)	14
O=C(Cc1csc(NC(=O)c2ccc(=O)[nH]c2)n1)NCc1cccs1	-18
O=C(Nc1ccc2sccc2c1)c1cccs1	-15
C=CCNc1nnc(C(C)(C)C)c(=O)[nH]1	-1
COc1ccc(C(=O)NN=C(C)c2cccc(NC(=O)c3ccc(F)cc3)c2)c(OC)c1	0
Cc1ccc(S(=O)(=O)C(CNC(=O)c2ccc(C)c(C)c2)c2ccco2)cc1 (stereo not drawn)	-4
Oc1oc(-c2ccccc2Br)nc1C=Nc1ccccn1	-7
O=C(Nc1ccccc1-c1cn2ccsc2n1)c1cc(=O)[nH]c2ccccc12	0
Cc1cccc(NC(=O)Nc2c[nH]c3ccccc23)n1	-8
COCCNC(=O)Cc1ccc(NC(=O)c2ccc(-c3ccsc3)cc2)cc1	5
O=C(NN=Cc1ccc2c(c1)OCO2)c1ccc2c(c1)OCO2	6
Cc1ccc2oc(C(=O)Nc3nccs3)cc2c1	-11
CS(=O)(=O)c1ccc(Nc2nc(C(=O)NCc3ccco3)cs2)cc1	-5
CCCC(=NNC(=O)C1CCCC1)c1ccccc1	-5
O=C(c1ccc(Cn2ccnc2)cc1)N1CC(Oc2nc3ccccc3s2)C1	1
CCN(CC)c1ccc(C=NNC(=O)CNC(=O)/C=C/c2ccco2)cc1	3
O=S(=O)(CCC(F)(F)F)NCc1cccnc1-c1ccsc1	-24
COc1ccc(-c2nc(C)c(CCNS(=O)(=O)N(C)C)s2)cc1	2&6
CC(=NNC(=O)c1sc(NS(=O)(=O)c2ccccc2)nc1C)c1sc(N)nc1C	11
O=C(CCOc1ccccc1)OC1CN(c2nc3ccccc3s2)C1	1
Cc1cc(=O)n(CC(=O)Nc2ccc3c(c2)OCO3)c(N)n1	4
NC(=O)c1ccc(NC(=O)C(=O)N2CCN(c3ccccc3F)CC2)cc1	1
Cc1ccc(NC(=O)Nc2nc(C)c(C(=O)NCc3c(F)cccc3F)s2)cc1	-13&3
NC(=NOC(=O)C1CCCCC1)c1cccc([N+](=O)[O-])c1	19
COC(=O)c1ccc(CN2CC(c3nc(-c4cnccn4)no3)C2)o1	-3
Cc1cc(SCC(=O)NN=Cc2ccc(C(=O)O)cc2)nc2ccccc12	5
CCn1c(=NC(=O)c2ccnn2C)sc2cc(SC)ccc21	-19
COc1ccc(NC(=O)c2csc(Nc3ccccc3)n2)c(OC)c1	-1
COc1ccc(C=NS(=O)(=O)c2ccc(C)cc2)cc1	-1
Cc1cc(C(=O)Nc2nc(-c3ccccc3)c(C(=O)c3ccccc3)s2)no1	-17
CCNC(=O)N1CCN(Cc2nc(-c3cccs3)cs2)CC1	6
CCSc1ccccc1C(=O)NCC(OC)c1ccc(C)s1 (stereo not drawn)	-9
NC(=O)COc1ccc(S(=O)(=O)N2CC[C@H](Oc3cccnn3)C2)cc1	-22
O=C1NC(=NS(=O)(=O)Cc2ccccc2)S/C1=C/c1cccc([N+](=O)[O-])c1	-16
O=C(NCCc1nc2c(c(C(F)(F)F)n1)CCCC2)c1cccnc1	-22
COC(=O)c1cc(-c2ccco2)nc2c1c(-c1ccco1)nn2C1CCS(=O)(=O)C1 (stereo not drawn)	-17
COC(=O)C1=C(C)NC(=S)NC1c1ccc(F)c(Br)c1 (stereo not drawn)	7
Nc1nc2ccc(C(=O)NCCO)cc2s1	81*
CCS(=O)(=O)N1CCc2ccc(NS(=O)(=O)Cc3ccc(Cl)cc3)cc2C1	6
CC1CCc2c(sc(NC(=O)Oc3ccccc3)c2C(N)=O)C1 (stereo not drawn)	5
Cc1ccc(S(=O)(=O)Nc2ccc3c(c2)N(C(=O)c2cccs2)CC3)c(C)c1	9
O=S(=O)(Cc1ccccc1)NCc1cccnc1-c1ccsc1	-18
Cc1cccc(S(=O)(=O)Nc2nc3ccccc3nc2Nc2ccc3c(c2)OCCO3)c1	-13
CCOC(=O)c1ccccc1NC(=O)Cn1c(=O)n(Cc2ccc(F)cc2)c(=O)c2nccnc21	-18&-1
C(=NNc1ccccn1)c1cccnc1	-13
COc1ccc(N2CCN(C(=O)c3csc(Nc4ccccc4)n3)CC2)cc1	38
NCCNC(=O)C1CC1	1
O=C(Cc1ccc(Br)cc1)N1CCC(S(=O)(=O)c2ccc(Cl)cc2)C1 (stereo not drawn)	-9
Other records follow:
SMILES	SSB-PriA inh
CC1(C)COc2cc(NS(=O)(=O)c3ccccc3Br)ccc2NC1=O	-29
O=C(Cc1csc(Nc2ccccc2)n1)N1CCN(c2ccccc2)CC1	-1
O=C(C[C@@H]1C/C=C/CCC(=O)OC[C@@H]2CCCN2C1=O)N[C@H](CO)Cc1ccccc1	10
CC(CC(=O)Nc1cc(C)ccn1)=NNC(=O)C(=O)NC(C)C	-8
CCCC(=O)N1N=C(c2cccc(NS(C)(=O)=O)c2)CC1c1cc(OC)ccc1OC (stereo not drawn)	16
CCCS(=O)(=O)Nc1ccc2c(c1)N(C(=O)[C@@H]1CCCO1)CC2	0
COc1ccc(C=NNC(=O)c2ccc3c(c2)OCO3)c(C(=O)O)c1OC	-14
Cc1n[nH]c(C)c1C(=O)N1CCCC(Oc2nccnc2C#N)C1 (stereo not drawn)	-14
CC[C@@H](C(=O)NCc1ccc(C(=O)c2cccs2)s1)c1ccccc1	-8
Cc1cccc(C=NNc2cc(N3CCOCC3)nc(N3CCOCC3)n2)c1	-8
Cc1nc(Nc2ccc(NC(=O)Nc3ccccc3C(F)(F)F)cc2)cc(OC(C)C)n1	9&14
O=C(O)C1CC(=O)N(C2CCOCC2)C1 (stereo not drawn)	16
Cc1cc(NC(=O)C2CCCN(c3ccc(=O)n(C)n3)C2)n(-c2ccccc2)n1 (stereo not drawn)	1
COc1ccc(N2CC(NC(=O)Nc3cccc(C)n3)CC2=O)cc1OC (stereo not drawn)	-15
O=S(=O)(O)C(=Cc1ccccc1)c1ccccc1	-13

The final 5 entries of the section above come first, to join the parts:
SMILES	SSB-PriA inh
Cc1nc(Nc2ccc(NC(=O)Nc3ccccc3C(F)(F)F)cc2)cc(OC(C)C)n1	9&14
O=C(O)C1CC(=O)N(C2CCOCC2)C1 (stereo not drawn)	16
Cc1cc(NC(=O)C2CCCN(c3ccc(=O)n(C)n3)C2)n(-c2ccccc2)n1 (stereo not drawn)	1
COc1ccc(N2CC(NC(=O)Nc3cccc(C)n3)CC2=O)cc1OC (stereo not drawn)	-15
O=S(=O)(O)C(=Cc1ccccc1)c1ccccc1	-13
C=CCN(CC=C)S(=O)(=O)c1ccc(C(O)=C(C#N)c2nc3ccccc3[nH]2)cc1	4
Cc1cc(NC(=O)COc2ccccc2)n(C)n1	3
Cc1nnc(NC(=O)CSc2nnc(Cc3ccccc3)o2)s1	-18
CC(C)(C)c1cc(=O)n2c(n1)SCC(C(=O)NCC1CCCO1)C2 (stereo not drawn)	-12
CCOc1ccccc1C(=O)Nc1nnc(SCc2cccc(F)c2)s1	-6
CC(C)(C)c1ccc(NC(=O)CSc2nc3[nH]ncc3c(=O)n2-c2ccccc2)cc1	2
Cc1cc([N+](=O)[O-])c(C)cc1-c1ccc(C=Nn2cnnc2)o1	3
CCCN(CCC)c1ccc(C(=S)N2CCOCC2)cc1	37*
CO[C@@H](CNC(=O)C(=O)Nc1ccc2c(c1)CCCN2C(=O)c1cccs1)c1ccsc1	-7
Cc1c(C(=O)O)sc2nc(SC3CCOC3=O)[nH]c(=O)c12 (stereo not drawn)	-13
CO[C@@]1(CNC(=O)C(c2ccccc2)c2ccccc2)CCSC1	-15
Cc1ccc(N2CCC(CNC(=O)NCCCc3ccccc3)CC2)nn1	-12
CCNc1nn(CC(=O)Nc2cccc(C(C)=O)c2)c(N)c1-c1nc(-c2ccccc2C)no1	-10
CC(=O)N1CC(C(=O)Nc2cccc3nsnc23)C1	-1
O=C(O)c1ncc(Cl)cn1	-18
O=C(NCC1(c2cccs2)CCOCC1)c1c(F)cccc1Cl	-7
S=c1[nH]nc(COc2ccccc2)n1N=Cc1ccc(Br)s1	1
O=c1c2ncccc2n(Cc2cccc(F)c2)c(=O)n1Cc1cccs1	-3
Cn1nccc1C(=O)Nc1nnc(CS(=O)(=O)c2ccccc2)o1	0
CN(C)CCNC(=O)NCC12CC3CC(CC(C3)C1)C2	2
COc1ccc(Cn2cc(S(=O)(=O)N3CCCCC3)ccc2=O)cc1F	-15
COC(=O)c1cccc(NC(=O)COc2cc(C)ccc2C(C)(C)C)c1	-10&-3
COc1cccc(NC(=O)NCCn2ccnc2C2CC2)c1OC	7
O=S(=O)(NCc1ccccn1)c1cccc(Cl)c1	-14&-13
CC1CCN(C(=O)Cn2c(-c3ccncc3)nc3ccccc32)CC1	4
CCOC(=O)c1sc(NC(=O)c2ccncc2)c(C(=O)OCC)c1C	-13&-9
ON=C1CCCCC1c1ccccn1 (stereo not drawn)	-16
COc1ccccc1CCNC(=O)CCc1c(C)nn(-c2nc(C)c(C)c(=O)[nH]2)c1C	-8
O=[N+]([O-])c1cccc(-c2nc3ccccc3sc2=NO)c1	12
CC(C)(C)[C@@H](O)CCNC(=O)c1ccc(Br)cc1	-11
Cn1cc(-c2cccs2)nc1CCNC(=O)c1cc(C2CC2)on1	8
O=C(CSc1ccc2ccccc2n1)Nc1cccc(Cl)c1	-19
COc1ccc(-c2noc(CSc3nc4ccsc4c(=O)[nH]3)n2)c(OC)c1	4
CN(CC(=O)N1CCN(c2ccccn2)CC1)c1nc2ccccc2s1	-3
CCOC(=O)C1CCCN(c2ncnc3nc[nH]c23)C1 (stereo not drawn)	3
COc1ccc(C2CCCCN(C(=O)CCSc3ccccc3)C2)cc1 (stereo not drawn)	-11
O=C(Nc1ccc(Br)cc1F)c1ccc(=O)n(Cc2ccccc2F)c1	3
CCOCC(=O)N1CCC(Oc2cccc(C)n2)CC1	-16
C=C(C)CNC(=S)NN=C(C)c1ccc(-n2ccnc2)cc1	0
O=C(Cn1cncn1)Nc1ccc(S(=O)(=O)Nc2nccs2)cc1	-2
Cc1cc(OCC(=O)NCCOc2ccc(-c3ccc(F)cc3)nn2)cc(C)c1Cl	-23
CSCC[C@](C)(O)CNC(=O)c1cc2ccccc2o1	-7
CSc1ccccc1C(=O)N1CCC(Oc2cccc(C)n2)CC1	-17
CCCNC(=O)C(=O)NCCCc1ccc(N(C)C)cc1	0
COc1cccc(C(=O)N2CCN(Cc3c(C)noc3C)CC2)c1OC	-10
O=C(CSc1nnc(CNC(=O)c2cccc3ccccc23)n1-c1cccc(C(F)(F)F)c1)Nc1ccc(F)cc1	2
O=C(NCc1cccs1)c1ccc(Cn2cnc3ccccc32)o1	2
O=C(c1c[nH]c2ccccc12)N1CC(S(=O)(=O)c2ccc(F)cc2)C1	-13
COc1ccccc1NS(=O)(=O)c1cccc(C(=O)NN=C(C)c2ccc(-n3ccnc3)cc2)c1	-12
CS(=O)(=O)c1cccc2sc(Cl)nc12	25
COC(=O)c1ccc(Cn2nc(C3CC3)n(-c3ccccc3)c2=O)cc1	-14
O=c1[nH]c2c(s1)C(c1ccc(Cl)cc1)C1C3CCC(C3)C1S2 (stereo not drawn)	-2
c1ccc(OC2CC3CCC(C2)N3)nc1 (stereo not drawn)	96*
COc1ccc(CNC(=O)NCC2(O)Cc3ccccc3C2)cc1OC	-5
Brc1ccccc1C=NNc1nc2ccccc2o1	-2
CCC(C)Sc1nnc(NC(=O)c2c(F)cccc2Cl)s1 (stereo not drawn)	-4
COc1cc(C=NNC(=S)NCC2CCCO2)cc(OC)c1OC (stereo not drawn)	-1
COC(=O)Nc1ccc(S(=O)(=O)NC[C@H](OC)c2ccsc2)cc1	-8
NCc1nc(-c2cccs2)no1	0
Cc1ccc(C(=O)NN=Cc2cccc3ccccc23)cn1	-7
CCOC(=O)c1ccc(NC(=O)CCc2ccc(-c3ccccc3)o2)cc1	8
CCOc1ccc(NC(=O)c2ccc(NS(=O)(=O)c3cccc(C(F)(F)F)c3)cc2)cc1	-17

Among those listed so far, these contain an aryl thioether with sulfur outside any ring:
SMILES	SSB-PriA inh
CSc1cccc(NC(=O)C(=O)NCC(c2ccc3c(c2)CCN3C)N(C)C)c1 (stereo not drawn)	14
Cc1cc(SCC(=O)NN=Cc2ccc(C(=O)O)cc2)nc2ccccc12	5
CCn1c(=NC(=O)c2ccnn2C)sc2cc(SC)ccc21	-19
CCSc1ccccc1C(=O)NCC(OC)c1ccc(C)s1 (stereo not drawn)	-9
Cc1nnc(NC(=O)CSc2nnc(Cc3ccccc3)o2)s1	-18
CCOc1ccccc1C(=O)Nc1nnc(SCc2cccc(F)c2)s1	-6
CC(C)(C)c1ccc(NC(=O)CSc2nc3[nH]ncc3c(=O)n2-c2ccccc2)cc1	2
Cc1c(C(=O)O)sc2nc(SC3CCOC3=O)[nH]c(=O)c12 (stereo not drawn)	-13
O=C(CSc1ccc2ccccc2n1)Nc1cccc(Cl)c1	-19
COc1ccc(-c2noc(CSc3nc4ccsc4c(=O)[nH]3)n2)c(OC)c1	4
COc1ccc(C2CCCCN(C(=O)CCSc3ccccc3)C2)cc1 (stereo not drawn)	-11
CSc1ccccc1C(=O)N1CCC(Oc2cccc(C)n2)CC1	-17
O=C(CSc1nnc(CNC(=O)c2cccc3ccccc23)n1-c1cccc(C(F)(F)F)c1)Nc1ccc(F)cc1	2
CCC(C)Sc1nnc(NC(=O)c2c(F)cccc2Cl)s1 (stereo not drawn)	-4

From PubChem BioAssay
